# Assay outcomes (PubChem BioAssay)
# KCNQ2 block: KCNQ2 potassium channel inhibitors, primary screen, cell-based, CHO-K1, FluxOR thallium flux, B-score (AID 2156). B-score at 10 µM. 1.1% of 310,000 active. 20 min; stronger effect = lower value;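 active means fluorescence ratio B-score at most minus 3 library SDs, with starting brightness B-score within 2 library SDs, cut at about -5.5 in these data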
# STK33 kinase inh: inhibitors of purified STK33 kinase, primary screen, biochemical, ADP-Glo luminescence, homogeneous, cell-free | 0.073% of 320,000 active | Serine/threonine-protein kinase 33 (Homo sapiens), Q9BYT3 | MBP phosphorylation | inhibition, % at 10 µM;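 active means inhibition at or above 25%, using the most active replicate where run in duplicate; inactive means inhibition below 25%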
# Target sequence (Q9BYT3 whole entry, looked up): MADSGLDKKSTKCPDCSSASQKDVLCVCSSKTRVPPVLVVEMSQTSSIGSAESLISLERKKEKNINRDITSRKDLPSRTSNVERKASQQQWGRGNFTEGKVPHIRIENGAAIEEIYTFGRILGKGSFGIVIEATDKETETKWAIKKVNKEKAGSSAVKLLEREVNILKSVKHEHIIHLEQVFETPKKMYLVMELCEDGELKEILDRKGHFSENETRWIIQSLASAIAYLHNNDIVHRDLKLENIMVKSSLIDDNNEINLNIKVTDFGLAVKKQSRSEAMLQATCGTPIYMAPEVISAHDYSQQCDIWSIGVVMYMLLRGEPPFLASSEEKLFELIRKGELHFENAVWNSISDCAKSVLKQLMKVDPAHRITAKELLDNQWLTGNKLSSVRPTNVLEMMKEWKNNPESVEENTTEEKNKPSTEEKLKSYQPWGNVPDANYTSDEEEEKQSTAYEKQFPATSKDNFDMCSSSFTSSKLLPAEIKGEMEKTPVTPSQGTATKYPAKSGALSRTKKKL
# Kir21 block: inhibitors of mouse Kir2.1 inward-rectifier potassium channel. Inward rectifier potassium channel 2 (Mus musculus), P35561. HEK293-Kir2.1, FluxOR thallium flux fluorescence; stronger effect = lower value. B-score at 10 µM. 0.85% of 310,000 active. AID 1672, 2009;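 active means fluorescence ratio B-score at or below minus 3 SD of library scores, with starting-brightness B-score within 2 SD, cut at about -4.2 in these data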;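 further: channel flux triggered by added potassium and thallium sulfate stimulus; B-score of peak minus minimum fluorescence over baseline after thallium stimulus; more negative B-score means stronger Kir2.1 block with less thallium influx; some compounds called inactive have numbers as strong as hits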
# Target sequence (P35561 whole entry, looked up): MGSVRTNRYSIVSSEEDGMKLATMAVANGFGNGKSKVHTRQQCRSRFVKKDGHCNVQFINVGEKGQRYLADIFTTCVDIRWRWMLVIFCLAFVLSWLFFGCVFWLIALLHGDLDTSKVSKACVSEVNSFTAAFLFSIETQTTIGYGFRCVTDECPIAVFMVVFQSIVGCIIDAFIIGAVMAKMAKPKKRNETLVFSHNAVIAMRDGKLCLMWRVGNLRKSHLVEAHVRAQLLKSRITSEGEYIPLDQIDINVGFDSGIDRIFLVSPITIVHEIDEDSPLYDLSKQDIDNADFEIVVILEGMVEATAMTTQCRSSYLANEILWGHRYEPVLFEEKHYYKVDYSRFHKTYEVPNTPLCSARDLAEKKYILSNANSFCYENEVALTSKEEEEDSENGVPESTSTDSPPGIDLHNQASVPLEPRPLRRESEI
# Numbers without * were called inactive; i = inactive; x = no result given. Outcome played no part in choosing rows. About 1.9% of those tested had a hit in this group.
SMILES,KCNQ2 block,STK33 kinase inh,Kir21 block
O=C(Nc1nc2cc3c(cc2s1)OCO3)C1CCCCC1,i,0.8,1.3
O=C(NCc1csc(-c2ccccc2)n1)c1cc(F)cc2c1OCOC2,-6.1*,-0.8,2.4
O=C(Nc1ccccc1)N1CCN2C(=O)c3ccccc3C12c1ccccc1 (stereo not given),i,0.5,-0.07
COc1ccc(NS(=O)(=O)c2ccc(Br)s2)cc1OC,i,0.1,-2.5
Cc1cc(C)c(S(=O)(=O)N2CCN(c3ccc([N+](=O)[O-])c(NCC4CCCO4)c3)CC2)c(C)c1 (stereo not given),i,-3.4,0.02
COc1ccc2cc(-c3cc(C(=O)O)c4ccccc4n3)ccc2c1,i,0.5,0.15
C/C(=N/Nc1ccc(C)cc1)C1(C)N(O)C(C)(C)C(c2ccco2)=[N+]1[O-] (stereo not given),i,-0.7,0.97
CCC/C=N/Nc1nnc(Cc2ccc(OC)c(OC)c2)c(=O)[nH]1,i,-0.2,1.4
c1ccc(CSc2ccc(-c3cccs3)nn2)nc1,i,0.9,-0.02
C/C(=N\N1CCCCC1)c1ccccc1O,i,-0.1,-1.4
COc1ccc(C2CC(C(F)(F)F)n3nc(C(=O)NCCCn4ccnc4)cc3N2)cc1OC (stereo not given),i,-3.9,0.4
Cc1ccc(S(=O)(=O)N2CCC(C(=O)N[C@@H](C)C(=O)NCc3ccco3)CC2)cc1,i,-1.1,1.1
COc1cccc(CNC(=O)Cn2ccc3cc(S(=O)(=O)N4CCCC4)ccc32)c1OC,i,-0.8,0.01
Cc1ccc(S(=O)(=O)Nc2ccccc2C(N)=O)cc1,i,-0.3,0.4
O=C(Cn1c(=O)c2cccn2c2ccccc21)NCCc1ccc(Cl)cc1,i,11,0.56
CN(C)S(=O)(=O)c1cccc(NC(=O)c2ccc(N3CCOCC3)c([N+](=O)[O-])c2)c1,i,0.4,-0.92
COCCN(Cc1cc2cc3c(cc2nc1Cl)OCO3)C(=O)Nc1ccc(OC)cc1,i,-0.8,-1.2
CC(OC(=O)c1cccc(S(=O)(=O)N2CCCCCC2)c1)C(=O)Nc1ccc(S(N)(=O)=O)cc1 (stereo not given),i,x,-0.55
Cc1cccc(N2CCN(c3nc4ccc(Cl)cc4n4cnnc34)CC2)c1C,i,-1.0,-0.81
COc1ccc(/C=N/n2cnnc2)cc1Oc1nc(Cl)ncc1F,i,-1.1,0.38
CN1CCN(C(=O)C2=C[C@@H](c3csc4ccccc34)C[C@@H](OCc3ccc(CO)cc3)O2)CC1,i,-0.2,0.46
O=C1CC(=O)N(c2cccc(F)c2)N1,i,x,-0.84
COc1cc(C(CCN2CCCC2)c2c(OC)cc(OC)c3ccc(=O)oc23)cc(OC)c1OC (stereo not given),i,-0.4,1.8
Nc1cc(=O)nc(SCC(=O)NC2CCCCC2)n1-c1ccccc1,i,x,-1.6
O=C(C[n+]1ccccn1)c1ccccc1,i,-0.7,1.6
CCOc1ccc(NC(=O)CS(=O)(=O)c2cn(C)c3ccccc23)cc1,i,-0.6,0.93
Cc1cc(=O)oc2cc(OCC(=O)OCC(=O)Nc3ccccc3F)ccc12,i,7.3,0.27
CCCCC(=O)N1CCCC(c2nc3c(nnn3Cc3cc(C)ccc3C)c(=O)[nH]2)C1 (stereo not given),i,0.4,-0.01
Cc1ccc(SCc2c(C#N)c3ccccc3n2C)cc1,i,-0.8,-6.6*
COCCC(=O)N1CCCC(C(=O)c2ccccc2SC)C1 (stereo not given),i,-0.3,1.8
Oc1ccccc1/C=N/NC(=S)NC1CC2C=CC1C2 (stereo not given),i,-0.3,-0.8
COc1ccc(C)cc1NC(=O)CNC(=O)Cn1ccc2ccccc2c1=O,i,-1.1,-0.14
O=C(c1cc(-c2ccc(Cl)cc2)on1)N1CCCCCC1,i,0.3,-1.4
O=P(COc1ccccc1)(c1ccccc1)c1ccccc1,i,9.5,-0.44
OC(CNCc1ccc2c(c1)OCO2)COc1ccccc1 (stereo not given),i,-1.2,0.51
Cc1ccc(CCNC(=O)C2CCC(=O)N(CC3CCCCC3)C2)cc1 (stereo not given),i,0.2,-0.88
Cc1ccc(C)c(N(C(=O)c2csnn2)C(C(=O)NC2CCCCC2)c2ccncc2)c1 (stereo not given),i,-0.2,-0.23
O=c1cc(Cl)c(-c2ccccc2)nn1Cc1ccc(Cl)cc1,i,-0.5,0.69
Cc1ccc(C(=O)NC2CCCC2)s1,i,-0.9,1
O=c1c2ccccc2oc2cc(C#Cc3ccccn3)ccc12,i,-0.6,0.52

# Shown with values under each structure: part of the list above
# Under each structure: KCNQ2 block | STK33 kinase inh | Kir21 block
> Nc1cc(=O)nc(SCC(=O)NC2CCCCC2)n1-c1ccccc1
  i | x | -1.6
> O=C(C[n+]1ccccn1)c1ccccc1
  i | -0.7 | 1.6
> CCOc1ccc(NC(=O)CS(=O)(=O)c2cn(C)c3ccccc23)cc1
  i | -0.6 | 0.93
> Cc1cc(=O)oc2cc(OCC(=O)OCC(=O)Nc3ccccc3F)ccc12
  i | 7.3 | 0.27
> CCCCC(=O)N1CCCC(c2nc3c(nnn3Cc3cc(C)ccc3C)c(=O)[nH]2)C1 (stereo not given)
  i | 0.4 | -0.01
> Cc1ccc(SCc2c(C#N)c3ccccc3n2C)cc1
  i | -0.8 | -6.6*
> COCCC(=O)N1CCCC(C(=O)c2ccccc2SC)C1 (stereo not given)
  i | -0.3 | 1.8
> Oc1ccccc1/C=N/NC(=S)NC1CC2C=CC1C2 (stereo not given)
  i | -0.3 | -0.8
> COc1ccc(C)cc1NC(=O)CNC(=O)Cn1ccc2ccccc2c1=O
  i | -1.1 | -0.14
> O=C(c1cc(-c2ccc(Cl)cc2)on1)N1CCCCCC1
  i | 0.3 | -1.4
> O=P(COc1ccccc1)(c1ccccc1)c1ccccc1
  i | 9.5 | -0.44
> OC(CNCc1ccc2c(c1)OCO2)COc1ccccc1 (stereo not given)
  i | -1.2 | 0.51
> Cc1ccc(CCNC(=O)C2CCC(=O)N(CC3CCCCC3)C2)cc1 (stereo not given)
  i | 0.2 | -0.88

# (list continues)
SMILES,KCNQ2 block,STK33 kinase inh,Kir21 block
Cc1cccc(C(=O)NCC(=O)NCCSc2ccc(Br)cc2)c1,i,x,-0.63
COc1cc(OC)c(C2=NOC(C(=O)O)C2)cc1Cl (stereo not given),i,-0.9,0.82
COc1cc(/C(C)=N/NC(=O)CSc2nc3ccccc3[nH]2)ccc1O,i,-0.9,0.81
COc1ccc(-n2nc3c(c2NC(=O)c2ccc(Br)cc2)CS(=O)C3)cc1 (stereo not given),i,-0.4,0.58
Cn1cnnc1SCC(=O)Nc1cc(S(=O)(=O)N2CCCCC2)ccc1Cl,i,-0.8,-0.06
COc1cccc(COc2ccc(N(C)S(=O)(=O)c3ccccc3)cc2)c1,-8.2*,-1.9,-1.7
Cc1ccsc1/C=N\NC(=O)c1n[nH]c2c1CCC2,i,-0.5,0.85
O=C1C/C(=C\c2c(F)cccc2Cl)N2CCC1CC2,i,-0.8,0.41
Cc1ccccc1/C=N\NC(=O)c1csnn1,i,0.2,0.36
Cc1c(C(=O)NCC(c2ccco2)N(C)C)oc2c(Cl)cccc12 (stereo not given),i,0.3,-0.79
O=C1/C(=C\c2ccccn2)SC(=S)N1c1ccc(S(=O)(=O)Nc2nccs2)cc1,i,0.2,0.58
Cc1ccc(C(=O)NCC(=O)OCC(=O)NC2CCS(=O)(=O)C2)cc1C (stereo not given),i,-1.3,-1.3
O=C(O)C1CCC(=O)N1C1c2ccccc2Oc2ccccc21 (stereo not given),i,-0.5,-0.08
COc1ccc(C(=O)NOCc2ccccc2)cc1,i,0.0,-0.8
COc1cccc(NC(=O)C2=COCCO2)c1,i,-2.2,-0.01
O=C(OCC(=O)N1CCN(c2ccccc2)CC1)c1ccco1,i,x,-0.81
Cc1c(NC(=O)Nc2cccc(Cl)c2Cl)c(=O)n(-c2ccccc2)n1C,i,-2.0,0.03
Nc1nonc1C(=O)NCCc1ccccc1,i,-2.5,-0.01
COc1cc(NC(=S)NCc2cccnc2)c(OC)cc1Cl,i,0.1,-2.4
CN1CCN(C(=O)NC2CCCCC2)CC1,i,-1.5,1.3
Fc1ccc(-c2csc3ncnc(Cl)c23)cc1,i,0.0,-0.21
COCCN(C(=O)Cc1cccs1)C(C(=O)NC1CCCC1)c1cc(OC)c(OC)c(OC)c1 (stereo not given),i,-1.1,0.05
CN(Cc1cccc(F)c1)C(=O)Cc1ccc(S(=O)(=O)N2CCOCC2)s1,i,-0.5,-1.3
Cc1cccc(Cn2c(N3CCN(c4ccccc4)CC3)nc3c2c(=O)n(C)c(=O)n3C)c1,i,-2.4,0.69
COC(=O)[C@@]1(Cc2ccc(F)cc2)[C@H]2c3cc(C(=O)N(C)C)n(Cc4ccc(OC(F)(F)F)cc4)c3C[C@H]2CN1C(=O)c1ccccc1,i,-1.3,0.86
CCC(=O)Oc1ccc(C(=O)Nc2cccc(C(=O)c3ccccc3)c2)cc1,i,0.9,0.39
CCOC(=O)C1CCN(C(=O)c2ccc(N(C)S(=O)(=O)c3ccc(OC)cc3)cc2)CC1,i,-1.4,-0.81
CCc1noc(C)c1C(=O)N1CCCC(N2CCN(c3cccc(Cl)c3)CC2)C1 (stereo not given),i,-0.9,1.8
CCOC(=O)CC(=O)CSc1ccc2nnc(-c3ccc(C)cc3)n2n1,i,x,-1.8
O=C1NC2(CCCCCC2)C(=O)N1Cc1ccccc1Cl,i,-2.9,0.1
CC(C)C1Oc2ccccc2N(CC(=O)N(Cc2ccccn2)C2CC2)C1=O (stereo not given),i,-0.6,-0.61
CC(C)(C)c1ccc(Cn2ccc(-c3ccc4c(c3)OCO4)n2)cc1,i,2.2,1.6
O=C1CC(NS(=O)(=O)c2ccc([N+](=O)[O-])cc2)CN1c1ccc(Cl)cc1 (stereo not given),i,-0.4,1.6
CCOc1ccc(/C=N/Nc2ccc(Cl)nn2)c(O)c1,i,-0.7,1.5
CCOc1cc(/C=C2\SC(=Nc3ccc(F)cc3)N(c3ccc(F)cc3)C2=O)ccc1OCC(=O)O,i,-0.6,-0.35
CC(C)N(C(=O)CSc1nnc(-c2ccc3c(c2)OCO3)n1C)C(C)C,i,0.1,2.2
CCS(=O)(=O)n1nc(-c2ccc(OC)cc2)nc1N,i,-1.7,1.3
COc1ccc(C(=O)COc2ccc3ccc(=O)oc3c2)c(OC)c1,i,-0.8,0.34
Cc1cc(C)n(C(=O)c2ccc(C)c(Br)c2)n1,i,-0.2,-0.6
COc1cccc(C2N(c3ccc(Cl)c(Cl)c3)C(=O)C3CCCN32)c1OC (stereo not given),i,-1.1,-0.2
CC(C)OP(=O)(c1ccc(N(C)C)cc1)C(Nc1ccccc1)c1ccccc1 (stereo not given),i,-0.1,0.61
O=C(NNC1CC(=O)N(c2ccc3c(c2)OCCO3)C1=O)c1ccccc1 (stereo not given),i,0.7,1.6
COc1ccc(OC)c(CN2CCN(C(=O)CCC(=O)c3cccs3)CC2)c1,i,-0.5,0.66
Cc1ccc(NC(=S)NC2CCN(Cc3ccccc3)CC2)c(C)c1,i,0.4,-1.7
CC(C)c1ccc(NC2CCCN(C(=O)c3cnc4ccccn4c3=O)C2)cc1 (stereo not given),i,-0.5,-1.9
COC(=O)Nc1ccc(SCC(=O)c2cccc([N+](=O)[O-])c2)cc1,i,-0.5,0.98
O=C(Nc1ccc(F)cc1F)N1CCCN(c2ccc(C(F)(F)F)cn2)CC1,i,-1.0,-0.23
O=[N+]([O-])c1ccc(-c2cnc(NO)nc2)cc1,i,-0.8,-2
Cc1ccc(S(=O)(=O)CCN2CCC(n3cccc3)CC2)cc1,i,-0.5,0.15
O=C(C1CC(c2ccccc2O)=NO1)N1CCCCC1 (stereo not given),i,-1.3,1.7
O=C(Nc1ccccc1F)c1ccn[nH]1,i,-0.4,-0.23
C=CCN(Cc1ccco1)S(=O)(=O)c1ccc(Cl)cc1,i,-1.1,-2.3
Cc1[nH]n(-c2ccc([N+](=O)[O-])cc2)c(=O)c1C=NCCN1CCN(C(=O)c2ccc(F)cc2)CC1,i,-1.0,-1.1
Cc1ccc(-c2noc(-c3ccoc3C)n2)cc1,i,-2.2,0.34
N#Cc1ccccc1NS(=O)(=O)c1cc2c3c(c1)CCN3C(=O)CC2,i,-0.2,0.32
Clc1ccc(Cn2ncc3c(NCc4ccccc4)ncnc32)cc1,i,-2.8,0.25
CCOC(=O)c1nnn(-c2nonc2N)c1-c1ccc(OCC)cc1,i,-0.5,0.8
O=C(CCNC(=O)C1CCN(S(=O)(=O)c2ccc(F)cc2)CC1)NCCc1ccc(Cl)cc1,i,0.4,-0.87
Cc1cc(C)n(-c2nc3ccccc3n3c(C)nnc23)n1,i,0.2,2.2
C=CCNC(=O)CSc1nc2sccc2c(=O)n1-c1ccccc1,i,-0.3,-0.98

# Additional results.
SMILES,KCNQ2 block,STK33 kinase inh,Kir21 block
CCN(CC)C(=O)COc1coc(CN2CCN(Cc3ccccc3)CC2)cc1=O,i,-0.6,-0.02
COc1ccc(N2C(=O)C(OC(C)=O)C2c2ccc(C)cc2)cc1 (stereo not given),i,-1.0,0.54
CC(=O)Nc1cccc(-c2nc3ccc(NC(C)=O)cc3[nH]2)c1,i,0.8,-1.8
COc1ccc(C(=O)C2CCCN(C(=O)c3ccnn3C)C2)cc1OC (stereo not given),i,-0.3,-0.54
COc1ccc(-c2noc(-c3ccoc3C)n2)cc1OC,i,-0.8,0.1
CCn1c(SCC(=O)N2CCCc3ccccc32)nc2ccccc2c1=O,i,-1.2,-3
